Compound activity from PubChem BioAssay.
S1P3 antagonist = S1P3 receptor antagonists, primary screen, cell-based. Sphingosine 1-phosphate receptor 3 (Homo sapiens), Q99500. CHO S1P3 NFAT-BLA reporter, FRET fluorescence, antagonist mode. inhibition, % at 4.98 µM. actives 0.27% (n = 170,000). AID 485, 2006;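 active = inhibition above the plate cutoff, the mean inhibition of test wells on that plate plus 3 SD, cut at about 28% in these data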;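 also: cells challenged with S1P at its EC80 of 0.8 µM; blue over green emission ratio from cleaved BLA substrate after 4 h stimulation; 0% = S1P-stimulated wells and 100% = unstimulated DMSO-only wells; some compounds past the cut are filed as inactive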
Target sequence (Q99500 whole entry, looked up): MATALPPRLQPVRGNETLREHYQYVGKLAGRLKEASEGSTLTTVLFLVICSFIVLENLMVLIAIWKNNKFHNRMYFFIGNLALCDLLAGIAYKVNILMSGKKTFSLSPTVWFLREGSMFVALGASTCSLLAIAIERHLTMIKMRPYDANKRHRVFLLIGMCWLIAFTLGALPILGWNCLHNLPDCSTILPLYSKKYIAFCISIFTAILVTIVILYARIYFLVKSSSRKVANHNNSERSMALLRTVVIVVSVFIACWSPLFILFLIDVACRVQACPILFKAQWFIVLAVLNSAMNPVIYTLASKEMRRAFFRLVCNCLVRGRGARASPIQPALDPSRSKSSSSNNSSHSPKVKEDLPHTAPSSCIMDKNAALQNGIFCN
PMI activator = activators of human PMI, primary screen, biochemical, fluorescence intensity, near-Km mannose 6-phosphate. Mannose-6-phosphate isomerase (Homo sapiens), P34949. purified human PMI, coupled resazurin fluorescence, 20 min; stronger effect = higher value; 1 = vehicle control, 0 substrate-free wells. activation factor at 20 µM. actives 0.005% (n = 190,000);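 active = activation factor of 2 or more at 20 µM, relative to plate controls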
Target sequence (P34949 whole entry, looked up): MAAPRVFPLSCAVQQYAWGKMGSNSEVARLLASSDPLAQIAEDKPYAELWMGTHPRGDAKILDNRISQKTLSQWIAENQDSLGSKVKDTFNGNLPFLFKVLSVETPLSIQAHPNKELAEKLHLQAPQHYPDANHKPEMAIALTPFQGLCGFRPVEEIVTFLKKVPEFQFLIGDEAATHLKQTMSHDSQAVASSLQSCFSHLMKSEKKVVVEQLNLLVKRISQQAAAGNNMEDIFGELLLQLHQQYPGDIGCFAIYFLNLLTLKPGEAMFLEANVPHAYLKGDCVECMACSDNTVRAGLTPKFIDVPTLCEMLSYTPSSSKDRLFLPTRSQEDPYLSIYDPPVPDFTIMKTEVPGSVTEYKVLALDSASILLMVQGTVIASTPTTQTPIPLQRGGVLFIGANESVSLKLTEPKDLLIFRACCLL
PMI act hi M6P = human PMI activators, high substrate, primary screen, biochemical, fluorescence intensity, near-saturating mannose 6-phosphate | activation factor at 20 µM | actives 0.34% (n = 190,000) | AID 1216, 2008 | coupled PMI enzyme assay, resazurin fluorescence, 20 min; stronger effect = higher value; 1 = untreated enzyme, 0 = substrate-free blank;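 active = activation factor of 2 or more at 20 µM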
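test system = human PMI in coupled enzyme assay | medium = HEPES-buffered pH 7.4 with magnesium and detergent | also added = 1.0 mM mannose-6-phosphate substrate with 0.22 mM NADP+ | compound = 20 µM single dose | times = 20 min incubation at room temperature | measured by = resorufin fluorescence (Ex 544/Em 590 nm) from resazurin via diaphorase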
G6PDH CS = L. mesenteroides G6PDH inhibitors, counter-screen for G6PDH-coupled screening assays, biochemical, Leuconostoc mesenteroides enzyme; Purified L. mesenteroides G6PDH, diaphorase/resazurin coupled fluorescence, 45 min; AID 1020, 2008; actives 0.12% (n = 200,000); inhibition, % at 5 µM; in the data active = inhibition above about 50%
Diaphorase inh = diaphorase inhibitors and chemical oxidizers, primary screen, counter-screen for diaphorase-coupled primary assays, biochemical, uHTS, resorufin fluorescence; diaphorase resazurin-to-resorufin fluorescence, NADH, 16 min; bacterial (C. kluyveri) enzyme, not human; actives 0.69% (n = 190,000); inhibition, % at 20 µM;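 active = primary screen inhibition at 20 µM above a set limit, cut at about 50% in these data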;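 also: plate controls were DMSO with full reaction for no effect and wells lacking NADH for full effect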
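Assay system: diaphorase enzyme from Clostridium kluyveri. Quantity: enzyme working solution with 0.14 U/mL diaphorase. Schedule: reaction incubation of 16 min at room temperature. Technique: resorufin fluorescence, excitation 544 nm, emission 590 nm. Controls: No-NADH positive control and DMSO neutral control.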
ROMK primary = ROMK potassium channel modulators, primary screen, cell-based, thallium flux, MLSMR library; ATP-sensitive inward rectifier potassium channel 1 (Homo sapiens), P48048; Tet-inducible ROMK, thallium flux fluorescence; actives lie on both sides; B-score at 10 µM; actives 2% (n = 130,000); AID 1918, 2009;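 active = signal ratio slope over the read window, or its plate-corrected B-score, at least 3 SD from the plate mean, either direction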;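 also: B-score of the F/F0 ratio slope over 7 to 12 s after thallium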
PPARg SRC-3 ag = PPARgamma agonists recruiting SRC-3 coactivator, primary screen, biochemical; Peroxisome proliferator-activated receptor gamma (Homo sapiens), P37231; biochemical PPARgamma/SRC-3 coactivator recruitment assay; activation, % at 8 µM; actives 0.26% (n = 200,000); in the data active = activation above about 23%;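 also: 0% = DMSO and 100% = reference agonist; some compounds past the cut are filed as inactive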
TR-FRET SRC-2 ct = TR-FRET signal artefacts, primary screen, artefact control for PPARgamma SRC-2 agonist project, biochemical. TR-FRET artefact counter-screen; stronger effect = higher value. actives 0.4% (n = 200,000). TR-FRET ratio at 8 µM. AID 1049, 2008; in the data active = TR-FRET ratio above about 2000; also: inactives centre near 1500
Diaphorase act = compounds boosting diaphorase resazurin reduction – biochemical, uHTS, resorufin fluorescence, counter-screen for diaphorase-coupled primary assays, primary screen; activation factor at 20 µM; actives 0.005% (n = 190,000); AID 1229, 2008; Diaphorase/resazurin coupled assay, 16 min; stronger effect = higher value; 1 = vehicle wells, 0 = NADH-free wells;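 active = diaphorase activity raised at least twofold by the compound at 20 µM; inactive = activation factor below 2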
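Material: purified diaphorase enzyme from Clostridium kluyveri / Medium: HEPES pH 7.4 buffer with MgCl2 and Tween 20 / Schedule: enzyme reaction of 16 min at room temperature / Measured by: resorufin fluorescence, excitation 544 nm, emission 590 nm / Evaluation: rise in resorufin formation, marking diaphorase activation or chemical reduction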
PPARg SRC-1 ag = PPARgamma agonists recruiting SRC-1 coactivator, primary screen, biochemical; AID 631, 2007; actives 0.41% (n = 200,000); Peroxisome proliferator-activated receptor gamma (Homo sapiens), P37231; activation, % at 8 µM; PPARgamma-SRC-1 coactivator recruitment biochemical assay; in the data active = activation above about 19%;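 also: 0% = DMSO and 100% = reference agonist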
PPARg SRC-2 ag = agonists of PPARg-SRC-2 recruitment, primary screen, biochemical, HTS | PPARgamma LBD-SRC-2 recruitment | activation, % at 8 µM | actives 0.34% (n = 200,000) | AID 1032, 2008 | Peroxisome proliferator-activated receptor gamma (Homo sapiens), P37231; in the data active = activation above about 22%;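 also: 0% = vehicle and 100% = reference agonist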
* = called active by the depositor; . = not tested or not shown. Not a hit list (roughly 3.3% active in at least one column).

smiles,ROMK primary,Diaphorase inh,PPARg SRC-3 ag,PMI activator,PPARg SRC-2 ag,TR-FRET SRC-2 ct,Diaphorase act,S1P3 antagonist,PPARg SRC-1 ag,PMI act hi M6P,G6PDH CS
COc1ccc(-c2nc(-c3cccs3)c(-c3cccs3)[nH]2)cc1OC,-1.81,28.4,29.7*,0.8,28.1*,2267*,0.7,.,23.0*,0.9,1.1
CSc1nc(-c2ccccc2)nc(NC(=O)c2ccccc2)c1C(C)=O,0.272,6.2,-0.6,1,10.6,1604,0.9,5.5,5.1,1,-13.8
CCC(=O)NCCc1cc2ccc(C)cc2[nH]c1=O,.,10.9,9.3,0.9,7.0,1548,0.9,-0.6,-0.3,0.9,34.5
Cc1ccc(S(=O)(=O)Cc2ccc(C(=O)NCc3ccc4c(c3)OCO4)o2)cc1,.,1.7,9.1,0.9,2.3,1586,1,-27.7,-3.8,1,-12.7
C=C(c1ccc(OC)cc1)c1ccc(OC)cc1,1.89*,6.3,-10.2,1.1,-4.8,1275,0.9,.,-8.7,1.1,5.4
Cc1ccc(-n2c(O)c(/C=N/NC(=O)C3COc4ccccc4O3)c3ccccc3c2=O)cc1 (centres undefined),-2.68*,20.3,4.1,1.3,-2.8,1641,0.8,-13.4,-1.6,1.3,-12.1
O=C(Nc1ccccc1)C1CCCN(S(=O)(=O)c2ccc(-n3cnnn3)cc2)C1 (centres undefined),0.332,10.9,2.8,0.9,5.2,1449,0.9,.,5.5,1,5.5
O=C(CSc1c2c(nc3ccc(Cl)cc13)CCCC2)NCc1ccco1,-0.0169,11.6,31.6*,1.1,30.9*,2000*,0.9,.,10.7,1,5.0
NS(=O)(=O)c1ccc(CCNC(=O)CCCOc2ccccc2)cc1,-1.35,14.4,4.0,1,5.2,1726,0.9,-7.5,3.6,1,4.7
CCN(CC(=O)Nc1ccccc1C(=O)OC)S(=O)(=O)c1ccccc1,.,-6.7,-4.0,1,-3.3,1462,1.1,-11.6,-4.5,1,3.8
CC(C(=O)N1CCOCC1)N1C(=O)C2C3CC(C(Br)C3Br)C2C1=O (centres undefined),.,8.7,-0.6,1.1,7.0,1562,0.9,11.4,-1.6,1,4.6
c1cc(CN2CCN(C3CCCCCC3)CC2)ccn1,0.092,21.1,9.2,1.2,9.2,1744,0.8,-24.9,3.1,1.2,1.7
CCOC(=O)Cc1n[nH]c(=O)c2ccccc12,-0.168,1.2,-2.0,1.1,0.2,1531,1,4.9,3.7,1.1,5.4
COc1ccc(NC(=O)C(NCC(C)C)c2ccccc2)cc1Cl (centres undefined),-0.49,22.8,4.5,1,7.9,1643,0.8,3.6,1.9,1,1.8
CCC1Oc2ccccc2N(CC(=O)NCCCN2CCC(C)CC2)C1=O (centres undefined),.,6.5,-0.5,0.9,-1.8,1491,0.9,-13.9,2.7,1,-11.3
CCOC(=O)N1CCN(CCC(=O)Nc2ccc(C)cc2)CC1,-0.259,11.5,-2.1,0.9,1.7,1428,0.9,.,4.5,1,12.2
O=C(NC1(C(F)(F)F)NC(=O)N(c2ccc(F)cc2)C1=O)c1ccncc1 (centres undefined),-1.16,-8.5,-10.5,1.2,-15.6,1324,1.1,7.4,-11.2,1.2,-7.0
O=C(O)CCn1cc(/C=C/C(=O)c2ccc(Cl)cc2)c(-c2ccc(Br)cc2)n1,.,24.9,0.8,0.8,0.9,1547,0.8,-2.3,9.5,0.8,-21.9
O=C(CN(Cc1ccccc1)C(=O)c1ccc2c(c1)OCCO2)NCc1ccc2c(c1)OCO2,-0.557,14.6,2.0,1,5.6,1691,0.9,5.1,5.5,1,9.4
COC(=O)c1sccc1NC(=O)c1ccc(OC)c(OC)c1,0.662,-1.9,7.0,1,10.0,1535,1,.,7.8,1,8.9
CCc1ccc(OCc2nnc(SCC(=O)N3CCN(c4ccccc4)CC3)o2)cc1,0.686,12.4,4.9,1,12.7,1647,0.9,.,1.5,0.9,-4.0
COC(=O)CNC(=O)/C=C/c1cc(Br)ccc1OC,1.85,7.2,-2.6,0.9,3.8,1440,0.9,-5.9,-10.2,0.9,10.2
COC(=O)c1c(C)[nH]c(C)c1-c1cccc([N+](=O)[O-])c1,.,10.8,3.3,1,5.4,1581,0.9,6.7,-2.5,1,1.3
N/C(=N\OC(=O)c1cccs1)c1ccccc1,.,-1.6,-0.7,1,-10.6,1442,1,6.2,0.3,1.1,-4.4
C/C(=N\N1C(=O)CSC1=S)c1ccc(Br)cc1,0.239,10.2,1.2,1,8.6,1740,0.9,-2.2,4.6,1,13.1
CCOC(=O)c1oc2c(c1C)C(=O)CCC2,.,-0.8,-5.0,1.1,-2.4,1555,1,7.7,3.0,1,0.6
CCCCCCNC(=O)CC(c1ccccc1)c1cc(Br)ccc1O (centres undefined),-0.493,8.8,12.1,1,-0.5,1382,0.9,.,-6.7,1,7.4
Nc1cccc(C(=O)OCC(=O)NC2CCCc3ccccc32)c1 (centres undefined),-0.239,8.8,2.1,1,-0.9,1530,0.9,6.2,1.0,0.9,-3.1
COc1ccc(C(=O)/C=C/Nc2ccc(C)cn2)cc1OC,.,-4.2,3.1,1.1,1.9,1712,1,.,3.1,1.1,3.0
O=C(CCCCCn1c(=O)[nH]c2ccccc2c1=O)N1CCN(Cc2ccc3c(c2)OCO3)CC1,.,11.6,5.1,1,-0.3,1503,0.9,1.4,-0.1,1,-1.1
O=C(O)c1ccccc1S,.,3.7,2.9,1.4,3.8,1473,1,-2.1,8.1,1.5,5.4
CCOC(=O)N1CCC(NC(=O)CCC(=O)N2CC(C)Oc3ccccc32)CC1 (centres undefined),.,8.9,-8.3,0.9,-10.8,1539,0.9,-11.9,-2.4,0.9,-5.8
COCc1nnc(NS(=O)(=O)c2ccccc2)s1,.,-3.5,2.8,1,6.8,1611,1,-7.8,9.2,1.1,8.5
COc1ccccc1C(=O)Nn1c(C2CCC2)nc2ccccc2c1=O,.,20.6,-2.5,1,-7.7,1417,0.8,-13.6,0.8,1,4.5
CNC(=O)CSc1nc2c([nH]c3ccccc32)c(=O)n1CCOC,-0.0923,-0.9,3.8,1.1,1.0,1355,1,-15.2,-1.9,1.1,3.4
O=C(Nc1cccc(-c2cnc3ccccc3n2)c1)c1ccco1,-0.507,8.5,-1.3,0.9,2.1,1604,0.9,-5.4,-0.5,0.9,-9.2

11 consecutive compounds out of the list so far, quoted:
smiles,ROMK primary,Diaphorase inh,PPARg SRC-3 ag,PMI activator,PPARg SRC-2 ag,TR-FRET SRC-2 ct,Diaphorase act,S1P3 antagonist,PPARg SRC-1 ag,PMI act hi M6P,G6PDH CS
CCOC(=O)c1oc2c(c1C)C(=O)CCC2,.,-0.8,-5.0,1.1,-2.4,1555,1,7.7,3.0,1,0.6
CCCCCCNC(=O)CC(c1ccccc1)c1cc(Br)ccc1O (centres undefined),-0.493,8.8,12.1,1,-0.5,1382,0.9,.,-6.7,1,7.4
Nc1cccc(C(=O)OCC(=O)NC2CCCc3ccccc32)c1 (centres undefined),-0.239,8.8,2.1,1,-0.9,1530,0.9,6.2,1.0,0.9,-3.1
COc1ccc(C(=O)/C=C/Nc2ccc(C)cn2)cc1OC,.,-4.2,3.1,1.1,1.9,1712,1,.,3.1,1.1,3.0
O=C(CCCCCn1c(=O)[nH]c2ccccc2c1=O)N1CCN(Cc2ccc3c(c2)OCO3)CC1,.,11.6,5.1,1,-0.3,1503,0.9,1.4,-0.1,1,-1.1
O=C(O)c1ccccc1S,.,3.7,2.9,1.4,3.8,1473,1,-2.1,8.1,1.5,5.4
CCOC(=O)N1CCC(NC(=O)CCC(=O)N2CC(C)Oc3ccccc32)CC1 (centres undefined),.,8.9,-8.3,0.9,-10.8,1539,0.9,-11.9,-2.4,0.9,-5.8
COCc1nnc(NS(=O)(=O)c2ccccc2)s1,.,-3.5,2.8,1,6.8,1611,1,-7.8,9.2,1.1,8.5
COc1ccccc1C(=O)Nn1c(C2CCC2)nc2ccccc2c1=O,.,20.6,-2.5,1,-7.7,1417,0.8,-13.6,0.8,1,4.5
CNC(=O)CSc1nc2c([nH]c3ccccc32)c(=O)n1CCOC,-0.0923,-0.9,3.8,1.1,1.0,1355,1,-15.2,-1.9,1.1,3.4
O=C(Nc1cccc(-c2cnc3ccccc3n2)c1)c1ccco1,-0.507,8.5,-1.3,0.9,2.1,1604,0.9,-5.4,-0.5,0.9,-9.2
